# PAX8 inh HTS – PAX8 transcriptional activity inhibition. RMG-I TPO-luciferase reporter, SteadyGlo, 24 h. inhibition, % at 12.6 µM. actives 1.2% (n = 360,000);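 active = mean replicate inhibition at least 60% with every replicate also reaching 60%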;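 also: luciferase light reporting Pax8 driven TPO promoter activity; plate controls were median of neutral control wells for no effect and mitoxantrone controls for full effect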
# ARNT TACC3 PPI – disruptors of human ARNT/TACC3 interaction | AlphaScreen His-ARNT PAS-B/GST-TACC3 binding, luminescence; TACC3 fragment carries E629A point mutation | inhibition, % at 9.99 µM | actives 0.66% (n = 390,000);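 active = mean inhibition of replicates at least 50% and at least half of replicates each reaching 50%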;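 also: 0% = complete ARNT plus TACC3 wells and 100% = ARNT alone without TACC3; many hits fall short of the cut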
# LGR2 antag – inhibitors of bursicon-induced Drosophila LGR2 receptor cAMP signaling | HEK293 LGR2, CRE-luciferase, bursicon-stimulated, 4 h | AID 720647 | inhibition, % at 9.99 µM | actives 0.35% (n = 380,000);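 active = drop in luminescence signal, shown as inhibition above about 50% in the replicate tests, limit read from the data, passing the limit was not always enough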;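 also: agonist challenge used bursicon conditioned medium at about half maximal strength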
# PglD DTNB – PglD (C. jejuni) enzyme inhibition. purified PglD enzyme, DTNB colorimetric CoA detection. inhibition, % at 12.5 µM. actives 0.098% (n = 360,000). AID 602405; in the data active = inhibition above about 16%, passing the limit was not always enough; also: strong numbers were not always called active
# GSIS activator – primary screen for activators of insulin secretion dependent on glucose, INS-1E cells, GLuc reporter luminescence; INS-1E GLuc reporter insulin secretion, 2-3 h; activation, % at 16.6 µM; actives 0.61% (n = 370,000);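 active = lowest replicate activation of at least 40%, so every replicate reaches that level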;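 also: 0% = median of neutral control wells and 100% = median of IBMX positive control wells; some compounds called inactive have numbers as strong as hits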
# Cneo AK release – causes C. neoformans cell lysis; adenylate kinase release luminescence, 4 h; normalised: neutral wells 0, clomiphene wells 100; lysis activity, % at 15 µM; actives 0.2% (n = 360,000);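 active = mean lysis activity across replicates of at least 80%, whatever share of replicates individually reach that level; inactive = mean lysis activity below 80%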
#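 Signal: Adenylate kinase release luminescence | Assay system: Log-phase Cryptococcus neoformans yeast cells | Input: Cells at 5 × 10^6 per mL | Buffer or medium: Fresh YPD growth medium | Compound: Single dose | Schedule: Static 4 h at 37 °C with compound, 1 h detection | Controls: Clomiphene | Read-out: Luminescence rise reflecting yeast cell lysis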
# C2C12 statin – suppressors of simvastatin-induced myotoxicity in C2C12 myotubes; ATP luminescence, 48 h; scaled: DMSO 0, geranylgeraniol control 100; rescue of ATP level, % at 7.49 µM; actives 0.78% (n = 330,000); AID 602340;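 active = mean ATP rescue above about 67%, or every replicate alone reaching that limit, limit read from the data, passing the limit was not always enough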;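 also: myotubes were challenged with 10 µM simvastatin during compound exposure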
# PGC1a acetyl inh – lowers PGC1a acetylation signal in U2OS cells | AID 651687 | inhibition, % at 15.6 µM | actives 0.17% (n = 350,000) | AlphaScreen anti-acetyl-lysine; with virally co-expressed GCN5 acetyltransferase;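 active = every replicate shows inhibition of at least 40%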;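 also: 0% = neutral control wells and 100% = positive control wells; some results beyond the cut were filed as inactive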
# Starred values were filed as active, the others as inactive; · = no result given. Rows were taken by chance (roughly 2.9% active in at least one column).
SMILES,PAX8 inh HTS,ARNT TACC3 PPI,LGR2 antag,PglD DTNB,GSIS activator,Cneo AK release,C2C12 statin,PGC1a acetyl inh
O=C(N/N=C/c1ccccc1)C1CCCN1C(=O)c1cc([N+](=O)[O-])cc([N+](=O)[O-])c1 (configuration not stated),8,-4,7,0,-1,1,5,3
Cc1ccc(C(=O)N/C(=C\c2cccc([N+](=O)[O-])c2)C(=O)OCN2C(=O)c3ccccc3C2=O)cc1,-13,4,-14,·,17,·,·,·
O=C(CCCN1C(=O)c2ccccc2C1=O)Nc1ccc(Br)cn1,·,-2,-11,2,5,2,2,7
CCCC(=O)C1CCN(Cc2ccccc2)CC1,6,-3,·,0,·,1,-3,1
COc1ccc(-c2ccc3c(c2)O[C@H](CN(C)Cc2ccccc2C(=O)O)[C@@H](C)CN([C@@H](C)CO)S3(=O)=O)cc1,·,3,-10,4,12,-1,3,2
O=C(NCC[C@H]1CC[C@@H](NS(=O)(=O)c2cccc(F)c2)[C@H](CO)O1)Nc1cc(F)ccc1F,-15,2,32,-4,-5,0,8,0
CC(=O)Nc1cccc(NS(=O)(=O)c2cn(C)c(=O)n(C)c2=O)c1,-2,-4,7,-2,10,0,8,1
CO[C@H]1CN(C)C(=O)c2cc(NC(C)=O)ccc2OC[C@@H](C)N(C(=O)c2ccccn2)C[C@@H]1C,·,-2,2,-5,1,-1,-8,-2
C[C@@H]1CN([C@@H](C)CO)C(=O)c2cc(-c3cncnc3)cnc2O[C@H]1CN(C)Cc1ccncc1,·,-4,3,-1,5,-1,7,11
CCNC(=O)C[C@@H]1CC[C@H]2[C@@H](COc3ccc(NC(=O)c4ccc5c(c4)OCO5)cc3C(=O)N2C)O1,-20,-6,17,2,6,53,3,3
COc1cc(/C=C2/SC(=S)N(Cc3ccccc3)C2=O)ccc1OCC(=O)O,38,25,2,-7,-7,3,-6,·
C[C@H](CO)N1C[C@H](C)[C@H](CN(C)Cc2ccc(C(F)(F)F)cc2)Oc2c(NC(=O)C3CCCCC3)cccc2C1=O,·,4,5,2,-25,-1,-97,-8
CC(=O)c1ccc(NC(=O)c2cccc(N3C(=O)c4ccccc4C3=O)c2)cc1,·,31,·,1,·,1,·,-10
Nc1ccc2c(c1)OC1(CCCCC1)O2,-40,7,-18,·,-3,·,·,0
O=C(COC(=O)/C=C/c1ccco1)Nc1ccc(F)cc1Cl,-2,-8,-5,·,5,·,·,25
C=CCn1c(-c2ccco2)n[nH]c1=S,·,-6,·,-1,·,-1,16,-7
O=C(CC[C@H]1O[C@@H](n2cnc3c(NC(=O)c4ccccc4)ncnc32)[C@H](O)[C@@H]1O)N[C@@H](CO)Cc1c[nH]c2ccccc12,11,·,8,2,13,0,-5,-8
COc1ccc(CN2CCC(CNC(=O)NC3CCCCC3)CC2)cc1,·,-7,-17,-4,·,0,·,3
C[C@H]1CN([C@@H](C)CO)C(=O)CCCn2nncc2CO[C@@H]1CN(C)C(=O)C1CC1,10,-5,10,-1,-1,0,0,6
CC(C)NC(=O)Nc1ccc2c(c1)C(=O)N([C@@H](C)CO)C[C@@H](C)[C@H](CN(C)Cc1ccc3c(c1)OCO3)O2,16,3,-2,9,-13,0,-11,3
C[C@@H]1CN([C@@H](C)CO)C(=O)Cc2cc(NC(=O)Nc3ccc(C(F)(F)F)cc3)ccc2O[C@@H]1CN(C)C(=O)Nc1ccccc1,16,0,2,2,-6,-4,-90,9
COc1ccc(/C=N/NC(=O)c2ccn[nH]2)cc1Cn1nc(C)c([N+](=O)[O-])c1C,-14,·,-24,-3,·,-1,·,-3
O=C(CC(=O)c1ccncc1)c1ccccc1,-19,-2,-76,·,1,·,·,·
Cc1cc(C(F)(F)F)c(C#N)c(=O)[nH]1,·,26,·,5,·,8,2,1
COc1cc(/C=N\Nc2nc(-c3cccs3)c(NC(C)=O)s2)ccc1O,-2,2,-6,·,24,·,-23,4
SMILES,PAX8 inh HTS,ARNT TACC3 PPI,LGR2 antag,PglD DTNB,GSIS activator,Cneo AK release,C2C12 statin,PGC1a acetyl inh
CCSc1nnc(NC(=O)C2CCN(S(=O)(=O)c3cc(C(F)(F)F)ccc3Cl)CC2)s1,23,-5,1,2,5,0,·,·
CCc1ccc(NC(=O)Nc2cc(C(=O)NCC3CCCO3)ccc2N2CC3CC(C2)c2cccc(=O)n2C3)cc1 (configuration not stated),1,-8,-7,-5,-27,2,-4,6
CSc1ccccc1OCc1cc(C(=O)NCCC2CCCCO2)no1 (configuration not stated),-97,0,-24,5,-10,3,10,3
Cn1nnc2c(N3CCCCC3)nccc21,·,-3,·,-3,·,3,-1,3
Cc1ccc(NC(=O)C2CCC(CNC(=O)[C@@H]3Cc4ccccc4CN3)CC2)cc1 (some centres not stated),-6,-4,-7,-6,8,-1,1,-8
C[C@H]1CN([C@@H](C)CO)C(=O)Cc2cc(NS(=O)(=O)c3ccc(Cl)cc3)ccc2O[C@H]1CN(C)C(=O)Nc1cccc2ccccc12,·,-1,8,1,-10,-4,14,-13
Cc1ccc(S(=O)(=O)c2nc(S(C)(=O)=O)sc2N(C)C)cc1,·,12,·,3,·,-4,7,·
COc1ccc([C@H]2CC(=O)C=C(c3ccc(NC(C)=O)cc3)C2)cc1OC,-4,2,-39,-1,2,-1,-6,9
COc1ccc(CCNC(=O)CN2CCC(n3nnc4cc(F)ccc43)CC2)cc1OC,·,7,-11,-4,5,-1,-18,18
C[C@H]1CN([C@@H](C)CO)C(=O)Cc2cc(NC(=O)C3CC3)ccc2O[C@@H]1CN(C)C(=O)Nc1cccc2ccccc12,8,1,26,-1,3,111*,13,3
COc1ccccc1N1CCN(C(c2cccs2)C(C)NC(=O)C(=O)N2CCCCC2)CC1 (configuration not stated),-3,-2,-11,1,-4,-3,41,-4
Cc1ccc(C2=NS(=O)(=O)N(C)C(C(=O)Nc3ccc(F)cc3F)=C2)cc1,4,19,-17,-5,·,-3,11,-7
O=C(/C=C/c1cccc(C(F)(F)F)c1)OCC(=O)N1CCN(c2ccccc2)CC1,·,-1,-11,-1,10,0,5,11
CN(N)C(=S)NCc1ccccc1,-2,1,·,-92,-8,-1,4,6
CCn1c(-c2csc(-c3ccccc3)n2)n[nH]c1=S,·,24,·,-5,·,2,2,-3
CCCC1CC(C)(/C(C)=N\NC(N)=S)OC1=O (configuration not stated),-4,-9,·,1,·,0,-2,·
CCN(CC)CCN(C(=O)c1ccc2c(c1)CCCC2)c1nc2cc(OC)c(OC)cc2s1,·,2,·,-5,·,2,-1,·
COc1cc(S(=O)(=O)n2ccnc2)ccc1Br,15,2,-1,·,4,·,·,·
COc1ccccc1NC(=O)N[C@H]1CC[C@H](CCn2cc(-c3cccnc3)nn2)O[C@@H]1CO,3,3,1,3,4,-1,1,10
Cc1ccc(C2C(C#N)C(C#N)N3CCCN23)cc1 (configuration not stated),11,-9,·,0,·,0,-1,5
CC(C)c1nc(SCC(=O)N2CCCC2)c2ccccc2n1,5,13,·,8,·,-3,27,10
COc1cccc(-c2ccc3c(c2)[C@@H]2[C@@H](CCN2C(=O)Nc2ccccc2OC)[C@@H](CO)N3C)c1,22,4,-4,-1,8,4,20,11
CCN(CC)S(=O)(=O)c1ccc2c(c1)nc(SCn1nnc3ccccc3c1=O)n2CC,17,1,·,0,·,8,-2,4
CC(C)(C)OC(=O)C[C@@H]1C/C=C\C[C@H](CC(=O)N(CCO)Cc2ccccc2)C(=O)N[C@@H](Cc2c[nH]c3ccccc23)COC1=O,14,4,9,0,-20,1,19,·
CCNC(=O)C1(C)CCCN1C(=O)c1ccc(C#N)cc1 (configuration not stated),·,·,13,-7,1,1,-7,13

# Copied from the results shown for reference:
SMILES,PAX8 inh HTS,ARNT TACC3 PPI,LGR2 antag,PglD DTNB,GSIS activator,Cneo AK release,C2C12 statin,PGC1a acetyl inh
CCn1c(-c2csc(-c3ccccc3)n2)n[nH]c1=S,·,24,·,-5,·,2,2,-3
CCCC1CC(C)(/C(C)=N\NC(N)=S)OC1=O (configuration not stated),-4,-9,·,1,·,0,-2,·
CCN(CC)CCN(C(=O)c1ccc2c(c1)CCCC2)c1nc2cc(OC)c(OC)cc2s1,·,2,·,-5,·,2,-1,·
COc1cc(S(=O)(=O)n2ccnc2)ccc1Br,15,2,-1,·,4,·,·,·
COc1ccccc1NC(=O)N[C@H]1CC[C@H](CCn2cc(-c3cccnc3)nn2)O[C@@H]1CO,3,3,1,3,4,-1,1,10
Cc1ccc(C2C(C#N)C(C#N)N3CCCN23)cc1 (configuration not stated),11,-9,·,0,·,0,-1,5
CC(C)c1nc(SCC(=O)N2CCCC2)c2ccccc2n1,5,13,·,8,·,-3,27,10
COc1cccc(-c2ccc3c(c2)[C@@H]2[C@@H](CCN2C(=O)Nc2ccccc2OC)[C@@H](CO)N3C)c1,22,4,-4,-1,8,4,20,11
CCN(CC)S(=O)(=O)c1ccc2c(c1)nc(SCn1nnc3ccccc3c1=O)n2CC,17,1,·,0,·,8,-2,4
CC(C)(C)OC(=O)C[C@@H]1C/C=C\C[C@H](CC(=O)N(CCO)Cc2ccccc2)C(=O)N[C@@H](Cc2c[nH]c3ccccc23)COC1=O,14,4,9,0,-20,1,19,·
CCNC(=O)C1(C)CCCN1C(=O)c1ccc(C#N)cc1 (configuration not stated),·,·,13,-7,1,1,-7,13

# Additional entries.
SMILES,PAX8 inh HTS,ARNT TACC3 PPI,LGR2 antag,PglD DTNB,GSIS activator,Cneo AK release,C2C12 statin,PGC1a acetyl inh
CCOC(=O)c1c(NC(=O)C2CCCN(S(=O)(=O)c3ccc(C)cc3)C2)sc2c1CCCC2 (configuration not stated),-1,-10,-4,4,4,4,-2,11
C[C@@H]1CN([C@H](C)CO)C(=O)c2cc(Br)cnc2O[C@@H]1CN(C)C(=O)Nc1ccc(F)cc1,10,-17,-2,-2,12,-1,15,-4
COC(=O)C[C@H]1CC[C@H]2[C@@H](COc3ccc(NC(=O)Nc4cccc(C)c4)cc3C(=O)N2C)O1,19,0,-8,1,0,-2,-4,2
C/C=C/c1ccc([C@@H]2[C@@H](CO)N3C(=O)CN(Cc4ccc(C(=O)OC)cc4)C[C@@H]23)cc1,-9,·,-13,·,4,·,·,-2
COC(=O)CCNC(=O)c1ccc2[nH]c(C)c(C)c2c1,-6,-11,4,·,0,·,·,·
CCc1cccc(C)c1NC(=S)N(CCCN1CCOCC1)Cc1cccnc1,-10,-3,4,2,0,-2,10,·
C[C@@H]1CN([C@H](C)CO)C(=O)c2cc(C3=CCCC3)cnc2O[C@H]1CN(C)S(C)(=O)=O,-2,-7,1,4,7,7,1,1
CCC(=O)N1CC2(C1)[C@@H](c1ccc(-c3cccc(C)c3)cc1)[C@H](CO)N2S(C)(=O)=O,-11,·,11,·,1,·,·,-9
O=C1CN(S(=O)(=O)c2ccc(Br)cc2)c2ccccc2N1,-9,-10,12,0,-8,2,0,-10
COc1ccc(S(=O)(=O)N(C)C[C@@H]2Oc3cc(-c4cccc(F)c4)ccc3S(=O)(=O)N([C@@H](C)CO)C[C@@H]2C)cc1,42,14,12,1,0,1,-48,-6
CN(C(=O)COc1ccc2ccc(=O)oc2c1)C1CCS(=O)(=O)C1 (configuration not stated),-14,·,-7,-3,4,0,1,-6
